High-throughput results: PubChem BioAssay, Broad Institute
RAD52 inh = inhibitors of human RAD52 DNA annealing | P43351 | recombinant RAD52 DNA annealing, FRET fluorescence | inhibition, % at 18.7 µM | 360,000 tested, 0.46% active | AID 651710;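 active means every replicate showing at least 50% inhibition; inconclusive means mean inhibition at least 50% but not in every replicate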
Target sequence (P43351 whole entry, looked up): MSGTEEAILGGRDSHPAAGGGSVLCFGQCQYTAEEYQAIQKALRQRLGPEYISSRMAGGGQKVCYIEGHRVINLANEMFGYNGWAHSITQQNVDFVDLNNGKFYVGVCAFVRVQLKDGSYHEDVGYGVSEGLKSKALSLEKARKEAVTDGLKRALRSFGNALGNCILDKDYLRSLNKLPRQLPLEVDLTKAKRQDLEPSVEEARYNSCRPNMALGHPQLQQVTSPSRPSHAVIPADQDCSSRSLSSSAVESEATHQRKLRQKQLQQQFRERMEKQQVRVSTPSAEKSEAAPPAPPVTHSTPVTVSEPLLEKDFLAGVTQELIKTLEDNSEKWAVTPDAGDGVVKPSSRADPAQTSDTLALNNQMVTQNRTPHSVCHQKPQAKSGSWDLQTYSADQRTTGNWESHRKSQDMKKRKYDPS
E-sel inducer = induces E-selectin expression in human endothelial cells; P16581; HUVEC E-selectin immunofluorescence imaging; normalized: neutral wells 0, TNF-alpha wells 100; activation, % at 7.58 µM; 260,000 tested, 0.37% active; AID 686992;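 active means mean E-selectin-positive cell signal at least 10% of the positive control, reached in at least 60% of replicates, without over 20% cell loss; inconclusive means no rule given, readout overlaps actives, possibly toxicity-flagged; inactive means the rest, including those meeting only one limit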;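 further: in these data hits start at about 27%; measured in HUVEC primary endothelial cells; signal is the percent of cells scored E-selectin positive by PE staining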
Target sequence (P16581 whole entry, looked up): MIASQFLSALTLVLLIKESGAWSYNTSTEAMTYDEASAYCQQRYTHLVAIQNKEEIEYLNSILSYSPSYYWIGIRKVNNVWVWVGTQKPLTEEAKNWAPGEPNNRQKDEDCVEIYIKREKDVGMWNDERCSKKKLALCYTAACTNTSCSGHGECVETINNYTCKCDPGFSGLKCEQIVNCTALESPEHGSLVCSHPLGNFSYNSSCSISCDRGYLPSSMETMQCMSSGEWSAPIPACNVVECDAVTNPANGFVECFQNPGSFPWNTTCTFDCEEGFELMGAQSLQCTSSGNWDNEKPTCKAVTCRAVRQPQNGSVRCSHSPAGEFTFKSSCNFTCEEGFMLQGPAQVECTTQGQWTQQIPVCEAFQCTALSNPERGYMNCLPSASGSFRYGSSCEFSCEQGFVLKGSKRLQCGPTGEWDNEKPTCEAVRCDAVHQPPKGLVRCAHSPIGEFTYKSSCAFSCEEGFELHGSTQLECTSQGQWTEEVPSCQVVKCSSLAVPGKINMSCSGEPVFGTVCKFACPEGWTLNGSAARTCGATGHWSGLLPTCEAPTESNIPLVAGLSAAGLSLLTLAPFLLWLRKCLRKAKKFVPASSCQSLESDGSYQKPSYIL
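Assay system: HUVEC, human umbilical vein endothelial cells / Amount: 3,000 HUVEC/well / Controls: TNF-alpha positive control, DMSO neutral control / Compound dosing: single concentration / Medium: EGM-2 over gelatin coat / Evaluation: percent E-selectin-positive cells / Signal: immunofluorescence imaging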
RAD54 inh = blocks human RAD54 Holliday junction branch migration; FAM/BHQ fluorescence; inhibition, % at 10.4 µM; 360,000 tested, 0.14% active; AID 602329;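 active means mean normalized replicate activity at least 40 and at least half of replicates scoring 40 or more; inconclusive means only one of the two criteria met; inactive means mean below 40 and under half of replicates reaching 40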;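 further: 0% = median of neutral control wells and 100% = median of positive control wells; inhibitors cause a drop in the FAM fluorescence signal; in these data hits start at about 50%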
CASP6 VEID inh = blocks human caspase-6 cleavage activity; 350,000 tested, 0.53% active; P55212; inhibition, % at 12.5 µM; purified caspase-6, Z-VEID-R110 cleavage fluorescence;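 active means mean inhibition across replicates at least about 35%, with every replicate also reaching that limit, limit read from the data; inconclusive means only one of the two criteria met; inactive means neither criterion met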;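 further: 0% = median of neutral control wells and 100% = no fluorescence left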
GSIS activator = GLuc luminescence reporter in INS-1E cells, primary screen for activators of glucose-dependent secretion of insulin; INS-1E GLuc reporter insulin secretion, 2-3 h; activation, % at 16.6 µM; 370,000 tested, 0.61% active; AID 743287;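 active means lowest replicate activation of at least 40%, so every replicate reaches that level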;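 further: 0% = median of neutral control wells and 100% = median of IBMX positive control wells; some compounds called inactive have numbers as strong as hits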
CFTR F508del cor = CFTR F508del correction in bronchial cells; CFBE cells, YFP halide quenching; stimulated with forskolin plus potentiator P3; % fluorescence drop versus neutral controls; activity (quench increase), % at 7.58 µM; 350,000 tested, 0.36% active;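 active means mean added fluorescence quench of at least 8% versus neutral control, with both replicates also reaching 8%; inconclusive means only one of the mean or replicate conditions met; inactive means mean below 8% and not both replicates reaching 8%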;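 further: cells transiently co-express mutant CFTR-F508del with the halide-sensitive YFP; corrector assay measuring rescue of mutant channel to the surface after 24 h compound exposure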
DENV2 CPE = protects cells from dengue virus 2 cytopathic effect; DENV2-infected cells, cytopathic effect rescue, plate reader; CPE inhibition, % at 9.99 µM; 350,000 tested, 1.7% active; in the data active means CPE inhibition above about 20%, passing the limit was not always enough; inconclusive means no clear call, values can overlap the other calls; tested in BHK-21 cells;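 further: 0% = median of neutral control wells and 100% = median of positive control wells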
XiGFP reactiv = activators of X-chromosome reactivation in mouse fibroblasts. XiGFP mouse fibroblasts, % GFP-positive cells imaging, 3 d; cells co-treated with 5-aza-dC sensitizer; scaled so ellipticine positive control = 100%. 360,000 tested, 0.055% active. activation, % at 7.58 µM. AID 743238;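 active means mean normalized replicate activation at least 10% and every replicate at or above 10%; inconclusive means only one of the two criteria met; inactive means mean below 10% and not all replicates reach 10%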;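 further: 0% = median of on-plate neutral control wells and 100% = ellipticine 6 µM median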
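Material: XiGFP fibroblasts, SV40-immortalized. Buffer or medium: DMEM plus 5-aza-dC sensitizer. Compound: single concentration per compound, delivered by pin transfer. Times: 3 days compound exposure. Controls: ellipticine 6 µM.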
An asterisk follows results filed as active; ? = inconclusive; nt = not tested or not shown; & = joins results of further samples; ! = not confirmed by another sample. Not a hit list, and some 3.7% of all compounds hit somewhere here.

SMILES | RAD52 inh | E-sel inducer | RAD54 inh | CASP6 VEID inh | GSIS activator | CFTR F508del cor | DENV2 CPE | XiGFP reactiv
Cc1nc2ccc(NC(=O)CS(=O)(=O)c3ccc(F)cc3)cc2s1 | -15.2 | 0.3 | 3.5 | -1.0 | 3.5 | 1.3 | 18.5 | 0.0
O=C(Nc1ccc(Cl)cc1)N1[C@@H]2CNC[C@H]1C2c1ccc(-c2ccccc2)cc1 (some centres undefined) | 57.6*! | 0.2&0.0 | nt | -1.1&1.5 | -13.6&-6.9 | -2.3&-0.3 | 1.0&4.4 | 0.1&0.0
Cc1ccc(S(=O)(=O)n2nc(OC(=O)c3cccc(F)c3)cc2N)cc1 | -7.1 | -0.1 | 8.8 | 3.2 | -1.5 | -0.7 | 1.0 | -0.1
Nc1c(Cl)cc(-c2csc(NC(CO)c3nc4ccccc4n3CCOCCO)n2)cc1Cl (centres undefined) | -30.6 | 0.2 | 5.8 | 0.6 | nt | 1.7 | 7.4 | 0.0
COc1ccccc1CC(=O)OC(C)C(=O)Nc1ccc(S(=O)(=O)N2CCCCC2)cc1 (centres undefined) | -16.0 | nt | 4.8 | 3.0 | -18.0 | -1.6 | 6.5 | 0.2
Cc1ccccc1NC(=O)c1cn(-c2ccccc2)nc1-c1ccccc1 | -0.7 | nt | nt | 3.8 | 22.6 | nt | -0.8 | 0.2
O=C(C[C@H]1CC[C@@H](NC(=O)Nc2cc(F)ccc2F)[C@H](CO)O1)Nc1ccc(-c2ccccc2)cc1 | 10.6 | 0.0 | -1.7 | 2.0 | -9.6 | 0.0 | 9.1 | 0.0
O=C1NC(=O)C2(COC(c3ccncc3)OC2)S1 (centres undefined) | -4.1 | nt | nt | 1.3 | -4.0 | nt | -6.6 | 0.2
COc1cccc(NC(=S)/C(=C(\[O-])c2cc(C)n(-c3ccccc3F)c2C)[n+]2ccc(N(C)C)cc2)c1 | -3.0 | nt | nt | 0.6 | 0.5 | -1.4 | -5.0 | 0.1
CCOC(=O)Sc1nc2ncncc2[nH]1 | -16.1 | 0.9 | -1.1 | -3.0 | 10.9 | -3.7 | ? | 0.2
CC(=O)c1ccc(OCc2cc(C(=O)N(C)Cc3ccccn3)no2)cc1 | -7.2 | 0.7 | 0.1 | 0.6 | -23.3 | 2.6 | ? | 0.0
CN(Cc1ccc(Cl)c(Cl)c1)C(=O)C1CC(=O)N(c2ccc3c(c2)OCCO3)C1 (centres undefined) | -12.9 | 0.0 | 3.2 | 1.4 | -1.2 | 1.2 | 29.7* | 0.1
O=C(Nc1ccccc1)c1cc(C2COCCN2C(=O)c2cccs2)on1 (centres undefined) | -9.6 | 0.0 | 5.1 | 0.1 | -2.8 | 0.4 | 8.5 | 0.1
C[C@@H](O)C#Cc1ccc2c(c1)O[C@H](CN(C)C(=O)Cc1ccccn1)[C@@H](C)CN([C@@H](C)CO)S2(=O)=O | -3.2 | 0.0 | -6.8 | 2.2 | 14.6 | 1.9 | -5.5 | 0.0
CCOC(=O)C1CCCN(C(=O)c2ccc(OC)cc2OC)CC1 (centres undefined) | -10.4 | nt | 4.7 | 0.2 | nt | -1.8 | 1.2 | -0.2
O=C(Cn1cc(/C=N/NC(=O)c2cccc(C(F)(F)F)c2)c2ccccc21)Nc1ccc(F)cc1 | -12.0 | nt | -1.7 | 1.1 | -7.3 | -2.8 | -0.3 | nt
Cc1ccc(S(=O)(=O)N(C)C[C@H]2OCCCC[C@@H](C)Oc3ccc(NC(=O)CCCN(C)C)cc3C(=O)N([C@@H](C)CO)C[C@H]2C)cc1 | 50.8* | nt | 23.3 | -3.3 | 13.9 | 0.6 | -3.0 | 0.1
Cc1ccc(OCC(=O)O/N=C(\N)c2ccccn2)cc1C | 0.1 | 0.1 | 0.3 | 2.0 | nt | -0.6 | -0.8 | 0.0
C[C@@H]1CN([C@@H](C)CO)C(=O)c2cc(N(C)C)ccc2O[C@@H]1CN(C)C(=O)Nc1ccccc1 | 4.2 | nt | -4.6 | -1.0 | 5.6 | -0.2 | 0.7 | -0.5
CC[N+](CC)(CC#Cc1ccccc1)CC(=O)c1ccc(Cl)cc1 | -3.7 | 0.5 | nt | -0.9 | 12.5 | 2.8 | 4.8 | -0.1
O=C(NCc1ccccn1)c1nnc(Cc2ccc(Cl)cc2)o1 | -4.6 | nt | -7.8 | -0.5 | 9.4 | -0.5 | 2.6 | 0.0
CCN(CC)c1ccc(/C=N/NC(=S)NCc2ccco2)cc1 | -13.3 | -0.7 | nt | 0.6 | nt | nt | -6.7 | 0.5
CNc1ncnc2c1ncn2[C@H]1CN(Cc2cccs2)C[C@@H](CO)O1 | -5.2 | nt | -7.5 | -3.4 | 9.9 | 6.8 | -1.4 | 0.1
CSc1ccccc1OCc1cc(C(=O)N2CCC[C@H]2C(N)=O)no1 | 1.1 | -0.1 | -4.1 | -1.5 | 4.3 | 2.1 | 0.6 | 0.0
COc1cccc(CN(C)C(=O)CSCC(=O)Nc2cccc(C)c2)c1OC | -2.4 | nt | 2.9 | 2.6 | -12.7 | -2.0 | -2.7 | 0.0
Cc1c(C(=O)c2cccc(F)c2)c2ccccn2c1CCC#N | -26.4 | nt | nt | -1.0 | 9.0 | -0.1 | -7.3 | -0.7
CC(C)[C@H]1COCCS(=O)(=O)N1Cc1cccc(Cl)c1 | 0.6 | nt | -15.2 | 5.4 | -22.4 | -0.3 | -1.1 | 0.0
CC(C)CN1CC(C)C(=O)N(c2ccccc2)C1=O (centres undefined) | 5.6 | 0.0 | 4.2 | -1.7 | 58.5 | 1.7 | 1.2 | 0.0
CO[C@H]1CN(C)C(=O)c2cc(NC(=O)Nc3c(C)noc3C)ccc2OC[C@@H](C)N(CC2CC2)C[C@@H]1C | -2.0 | 0.0 | -10.1 | -7.0 | -0.5 | -1.9 | -0.1 | -0.6
Cc1cc(NC(=O)CSc2nncc(=O)n2N)no1 | -8.0 | 0.2 | -2.8 | 5.5 | 14.8 | 3.4 | 12.4 | 0.0
CC(C)(C)c1ccc(C(=O)O[C@H]2[C@H](Cc3ccccc3)NS(=O)(=O)[C@H]3C[C@@H]4C=C[C@]23O4)cc1 | -37.6 | 0.0 | -5.9 | -2.7 | nt | 1.9 | 0.6 | 0.0
CCC(CC)C(=O)Nc1nnc(SCC(=O)NC2CCCCC2)s1 | -10.4 | nt | 0.9 | 1.4 | -6.1 | 0.8 | 0.4 | -0.1
O=C(CSC1=NS(=O)(=O)c2cc(F)ccc2N1)Nc1ccccc1F | 3.9 | 0.0 | nt | 2.5 | 22.9 | 2.4 | -5.8 | 0.4
CCOC(=O)C1CCCN(C(=S)NC2CCCC2)C1 (centres undefined) | 6.2 | nt | nt | -1.9 | 11.3 | nt | -3.4 | 0.0
O=C(/C=C/c1ccc([N+](=O)[O-])cc1)c1cccs1 | 15.6 | 0.5 | 9.7 | -0.6 | 14.8 | 0.4 | 6.2 | 0.0
Cc1ccc(-c2nc(CS(=O)(=O)CC(=O)NCCN3CCCC3)c(C)o2)cc1 | -19.5 | 0.1 | -3.5 | -14.0 | -7.1 | 3.3 | -5.5 | 0.0
CC(=O)c1ccc(NC(=S)Nc2ccc3[nH]c(=O)[nH]c3c2)cc1 | -10.1 | nt | 1.6 | 7.2 | -15.8 | 0.6 | 4.4 | 0.0
CN(Cc1ccccc1)C(=O)c1nc2ccccn2c1CN1CCC(N2CCOCC2)CC1 | -7.1 | 2.9 | -14.7 | -3.8 | 6.1 | 0.7 | 4.2 | 0.0
CN(c1ccccc1)S(=O)(=O)c1cccc(C(=O)NNC(=O)c2ccccc2)c1 | -1.5 | 0.1 | 6.6 | -5.0 | -37.0 | -0.2 | 10.0 | 0.3
C[C@H]1CCCCO[C@H](CN(C)C(=O)Nc2ccc(C(F)(F)F)cc2)[C@@H](C)CN([C@@H](C)CO)C(=O)c2cc(N(C)C)ccc2O1 | -6.3 | 0.4 | 6.5 | -2.3 | 1.1 | 0.3 | 13.7 | 0.2
CO[C@H]1CN(C)C(=O)c2cc(NC(=O)Nc3ccc(Cl)c(Cl)c3)ccc2OC[C@H](C)NC[C@H]1C | 54.0* | 1.3 | 29.2 | nt | 14.4&3.7 | -3.9 | nt | 0.0&-0.3
Cc1ccc(NC(=O)NC2CCCCCCC2)cc1C | -17.0 | -0.2 | 6.4 | 1.4 | nt | 1.4 | 0.3 | 0.2
COc1ccc([C@@H]2CC=C(C(=O)O)CN2S(=O)(=O)c2ccc(Cl)cc2)cc1 | -4.4 | 1.3 | -4.7 | 0.3 | -10.7 | 1.5 | 3.3 | -0.1
COc1ccc(C(=O)NCC(=O)OCc2ccc(Br)cc2)cc1 | -11.8 | -0.2 | nt | -2.0 | 1.6 | -0.5 | 8.6 | -0.1
CC(C)COC(=O)C(C#N)c1nc2ccccc2nc1N1CCN(Cc2ccc3c(c2)OCO3)CC1 (centres undefined) | -1.0 | nt | -4.3 | -0.5 | 6.7 | nt | nt | nt
COCc1nc2ccccc2n1Cc1c(F)cccc1Cl | -13.3 | nt | nt | 2.7 | 0.1 | 4.4 | -1.0 | 0.2
COc1ccc(CN(C)C(=O)CNC(=O)c2ccc(C)cc2)cc1 | -3.1 | nt | -3.5 | -0.6 | 10.2 | 1.4 | 5.3 | 0.1
CS(=O)(=O)N1CCN(C2Cc3ccccc3C2)CC1 | -6.8 | nt | 14.2 | 2.0 | 14.0 | nt | nt | nt
Cc1cccc(OCCNC(=O)CCc2ccccc2)c1 | -4.1 | -0.2 | -9.2 | -2.6 | -5.3 | -1.4 | -2.1 | 0.1
CO[C@@H](CN(C)C(=O)c1ccc2c(c1)OCO2)[C@H](C)CN([C@@H](C)CO)S(=O)(=O)c1ccccc1 | -15.2 | -0.1 | 5.5 | 2.0 | 11.4 | -1.4 | 5.7 | 0.0

Continued:
SMILES | RAD52 inh | E-sel inducer | RAD54 inh | CASP6 VEID inh | GSIS activator | CFTR F508del cor | DENV2 CPE | XiGFP reactiv
C[C@@H]1CN([C@@H](C)CO)S(=O)(=O)c2ccc(-c3ccccc3)cc2O[C@H]1CN(C)Cc1cncnc1 | 6.2 | 0.4 | -6.0 | -0.6 | 5.0 | 1.3 | -2.2 | -0.7
Cc1cc(C(=O)Nc2ccc3c(c2)C(=O)N(C)[C@H]2CC[C@@H](CC(=O)NC4CCCC4)O[C@H]2CO3)no1 | 9.2 | 0.1 | 5.2 | -0.6 | 6.1 | 0.8 | 1.7 | 0.0
CCO[C@H]1OC(C(=O)NC2CC2)=C[C@@H](C2CCCCC2)[C@@H]1CCCO | 12.5&-2.2 | 2.1 | -4.1&3.0 | -1.2&-0.5 | -10.4 | -0.8&-2.0 | 23.0* | 0.0
CN1C[C@@H]2[C@H](c3ccccc31)[C@@H](CO)N2C(=O)C1CC1 | -12.9 | 0.0 | -7.1 | -0.3 | -1.9 | -2.2 | -9.2 | 0.0
COC(=O)c1ccc(COc2cccnc2[N+](=O)[O-])cc1 | -10.1 | 0.0 | 7.3 | -3.0 | 7.9 | -3.9 | 13.4 | 0.1
